Mtb UGM inh = Mtb UDP-galactopyranose mutase inhibition | P9WIQ1 | purified UGM, fluorescence polarization probe displacement | inhibition, % at 10 µM | 0.06% of 320,000 active; in the data active means inhibition above about 10%, passing the limit was not always enough
Target sequence (P9WIQ1 whole entry, looked up): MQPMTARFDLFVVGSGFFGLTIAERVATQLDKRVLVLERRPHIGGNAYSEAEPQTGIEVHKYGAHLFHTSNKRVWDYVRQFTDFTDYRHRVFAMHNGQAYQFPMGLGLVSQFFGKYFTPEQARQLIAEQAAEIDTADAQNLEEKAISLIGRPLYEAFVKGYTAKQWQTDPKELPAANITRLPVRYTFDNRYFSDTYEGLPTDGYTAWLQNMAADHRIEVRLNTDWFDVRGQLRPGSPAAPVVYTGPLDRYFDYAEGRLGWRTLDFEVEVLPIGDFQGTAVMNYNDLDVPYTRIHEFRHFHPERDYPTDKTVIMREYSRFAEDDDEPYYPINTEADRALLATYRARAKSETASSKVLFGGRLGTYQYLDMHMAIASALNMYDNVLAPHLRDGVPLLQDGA
Mtb BioA inh = BioA (M. tuberculosis) enzyme inhibition; purified M. tuberculosis BioA enzyme, plate reader; inhibition, % at 9.99 µM; 0.096% of 360,000 active; AID 602481; in the data active means inhibition above about 40%
FBA Mtb inh = inhibitors of M. tuberculosis fructose-bisphosphate aldolase; P9WQA3; purified M. tuberculosis FBA, fluorescence read-out; inhibition, % at 1 µM; 2.3% of 360,000 active; in the data active means inhibition above about 27%;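 further: 0% = vehicle and 100% = reference inhibitor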
MazEF act = MazEF (E. coli) toxin RNase activation; P0AE70; FAM/BHQ RNA-DNA oligo cleavage fluorescence, 5 h; activation, % at 20 µM; 0.32% of 350,000 active; AID 504720; in the data active means activation above about 50%
PriA SSB inh = K. pneumoniae PriA-SSBct interaction inhibition; AlphaScreen SSBct-PriA binding, biotinylated peptide; inhibition, % at 33 µM; 0.6% of 430,000 active; in the data active means inhibition mostly above about 37%, no sharp cut-off; inactive means mostly below about 20%;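 further: plate controls were negative control peptide for no effect and reference peptide for full effect; strong numbers were not always called active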
BH1578 lux ind = quorum light induction in luxS cqsA deficient V. cholerae. V. cholerae BH1578 lux reporter, luminescence, 6 h. activation, % at 18.7 µM. 0.16% of 350,000 active; in the data active means activation mostly above about 9.7%, no sharp cut-off; further: not every result past the cut was called active; inactives centre near 0; reference of the scale not given here
Rv3671c protease = Rv3671c (M. tuberculosis) protease inhibition | inhibition, % at 5.96 µM | AID 2606 | P9WHR9 | 0.048% of 320,000 active; in the data active means inhibition above about 38%;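 further: extracellular domain of Rv3671c used as enzyme; 0% = enzyme with DMSO and 100% = no enzyme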
Target sequence (P9WHR9 whole entry, looked up, the tested form may be a part): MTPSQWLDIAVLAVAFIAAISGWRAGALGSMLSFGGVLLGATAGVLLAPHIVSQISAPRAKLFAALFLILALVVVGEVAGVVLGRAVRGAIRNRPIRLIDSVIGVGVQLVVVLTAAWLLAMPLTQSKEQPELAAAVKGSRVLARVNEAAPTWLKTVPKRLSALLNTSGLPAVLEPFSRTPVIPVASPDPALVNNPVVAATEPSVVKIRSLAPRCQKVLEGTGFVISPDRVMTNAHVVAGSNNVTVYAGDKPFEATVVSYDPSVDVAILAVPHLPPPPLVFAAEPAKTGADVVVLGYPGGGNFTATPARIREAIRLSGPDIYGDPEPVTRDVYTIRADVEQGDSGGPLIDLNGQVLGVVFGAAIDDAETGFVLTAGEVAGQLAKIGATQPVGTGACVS
3CLpro inhibitor = SARS-CoV 3CLpro protease inhibition. P0C6X7. recombinant SARS-CoV 3CLpro, quenched FRET peptide cleavage. inhibition, % at 6 µM. 0.14% of 290,000 active. AID 1706; in the data active means inhibition above about 12%
GDH-TPI counter = inhibits GDH-TPI coupling enzymes, artifact for Mtb FBA screen. GDH-TPI coupled enzyme counterscreen, NADH absorbance. inhibition, % at 4.8 µM. 1.2% of 360,000 active; in the data active means inhibition above about 30%;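 further: 0% = DMSO wells and 100% = wells lacking the enzyme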
DUSP3 inh = blocks human VHR1 dual specificity phosphatase; recombinant VHR phosphatase, pNPP absorbance; inhibition, % at 13.3 µM; 0.52% of 290,000 active; P51452; in the data active means inhibition above about 50%; further: some compounds called inactive have numbers as strong as hits
Target sequence (P51452 whole entry, looked up): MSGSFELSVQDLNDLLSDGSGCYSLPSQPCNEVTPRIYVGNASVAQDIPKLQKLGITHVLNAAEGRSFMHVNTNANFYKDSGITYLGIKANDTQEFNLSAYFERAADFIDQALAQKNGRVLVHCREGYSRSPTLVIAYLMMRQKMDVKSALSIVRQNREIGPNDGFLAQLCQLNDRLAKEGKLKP
The depositor's hits bear a star; & = joins results of further samples. An excerpt; rates above refer to the full screens.

Results for COC(=O)c1cnn(-c2nc3c(C)cccc3s2)c1C ?
Mtb UGM inh: -3.8; Mtb BioA inh: 0.1; FBA Mtb inh: 0; MazEF act: -7; PriA SSB inh: -10; Rv3671c protease: 1; 3CLpro inhibitor: 0; GDH-TPI counter: 13; DUSP3 inh: 35

How did CC(C)CN1C(=O)c2ccc(C(=O)NCc3ccccn3)cc2C1=O do in these assays?
Mtb UGM inh: 3.9; Mtb BioA inh: -0.3; FBA Mtb inh: 4; MazEF act: 7; PriA SSB inh: 3; BH1578 lux ind: -7.7; Rv3671c protease: -6; 3CLpro inhibitor: -7; GDH-TPI counter: 18; DUSP3 inh: 24

What do the screens show for `CC(=O)Nc1ccc(S(=O)(=O)N2CCN(c3ccc(C)c(Cl)c3)CC2)cc1`?
Mtb UGM inh: 1.0; Mtb BioA inh: -2.1; FBA Mtb inh: 6; MazEF act: -2; PriA SSB inh: -15; BH1578 lux ind: -0.2; Rv3671c protease: -7; 3CLpro inhibitor: -6; GDH-TPI counter: 2; DUSP3 inh: 8

How did O=C(Cn1ccc([N+](=O)[O-])n1)NCCc1c[nH]c2ccccc12 do in these assays?
Mtb UGM inh: -2.2; Mtb BioA inh: 0.6; FBA Mtb inh: 2; MazEF act: -2; PriA SSB inh: -5; BH1578 lux ind: -0.5; Rv3671c protease: 6; 3CLpro inhibitor: -1; GDH-TPI counter: -8; DUSP3 inh: 20

Results for O=C(N/N=C/c1ccc(OC(F)F)cc1)c1cc[n+]([O-])cc1 ?
Mtb UGM inh: 0.5; Mtb BioA inh: -0.7; FBA Mtb inh: -2; MazEF act: 5; BH1578 lux ind: inactive; Rv3671c protease: -5; 3CLpro inhibitor: 1; GDH-TPI counter: 24; DUSP3 inh: 6

How did ONC(=Nc1ccccc1Cl)c1c(F)cccc1F do in these assays?
Mtb UGM inh: 1.2; FBA Mtb inh: 0; MazEF act: -10; PriA SSB inh: 4; BH1578 lux ind: -0.3; Rv3671c protease: -8; GDH-TPI counter: -3

Results for CCC(C)(C)C1CCC2(CC1)NC(=O)N(CC(=O)N(C)Cc1ccc3c(c1)OCCO3)C2=O (centres undefined) ?
Mtb UGM inh: 2.3; Mtb BioA inh: -0.6; FBA Mtb inh: 2; MazEF act: 5; PriA SSB inh: -11; BH1578 lux ind: 1.0; Rv3671c protease: -3; GDH-TPI counter: -15

Results for CCC(=O)Nc1ccc(C(=O)NNC(=O)c2cc(OC)c(OC)c(OC)c2)cc1 ?
Mtb UGM inh: 6.3; FBA Mtb inh: 0; MazEF act: 4; PriA SSB inh: -12; BH1578 lux ind: inactive; Rv3671c protease: -1; 3CLpro inhibitor: -3; GDH-TPI counter: -3; DUSP3 inh: 15

How did COc1ccc(CNC(=S)NCc2ccc(F)cc2)cc1OC do in these assays?
Mtb UGM inh: -1.2; Mtb BioA inh: 1.4; FBA Mtb inh: -1; MazEF act: 3; PriA SSB inh: -12; BH1578 lux ind: 0.4; Rv3671c protease: 7; 3CLpro inhibitor: 4; GDH-TPI counter: 2; DUSP3 inh: 10

How did Cc1ccccc1OCCOC(=O)c1cc(S(=O)(=O)N2CCOCC2)ccc1C do in these assays?
Mtb BioA inh: -0.1; FBA Mtb inh: -2; MazEF act: 3; BH1578 lux ind: -0.3; GDH-TPI counter: 4

What do the screens show for `O=c1[nH]c2ccccc2nc1/C=C/c1ccc(F)cc1`?
Mtb UGM inh: 0.1; Mtb BioA inh: -2.5; FBA Mtb inh: 9; MazEF act: 849*; PriA SSB inh: -9; BH1578 lux ind: -0.5; Rv3671c protease: -15; 3CLpro inhibitor: -1; GDH-TPI counter: 8; DUSP3 inh: 26

Results for CC(=O)c1ccc(NC2CC(O)C(O)CO2)cc1 (centres undefined) ?
Mtb UGM inh: -0.7; Mtb BioA inh: 2.2; FBA Mtb inh: 3; MazEF act: 3; PriA SSB inh: -7; BH1578 lux ind: 3.0; Rv3671c protease: -7; 3CLpro inhibitor: 3; GDH-TPI counter: 17; DUSP3 inh: 7

Results for CCOC(=O)[C@H]1[C@H]2COc3ccc(Br)cc3[C@@H]2N2C(=O)CN(C)C(=O)[C@@]12C ?
Mtb BioA inh: -1.5; FBA Mtb inh: 3; MazEF act: 3; PriA SSB inh: -7; BH1578 lux ind: -0.4; GDH-TPI counter: 10

What do the screens show for `Cc1ccc(C)c(OCc2ccc(C(=O)NN)o2)c1`?
Mtb UGM inh: 2.1; FBA Mtb inh: 0; MazEF act: 10; PriA SSB inh: -7; BH1578 lux ind: -0.3; Rv3671c protease: -4; 3CLpro inhibitor: 0; GDH-TPI counter: 4; DUSP3 inh: -1

Results for CCOCCCNC(=O)c1cn(CC)c2ccc(S(=O)(=O)N(C)C3CCCCC3)cc2c1=O ?
Mtb UGM inh: 0.7; Mtb BioA inh: 5.2; FBA Mtb inh: 1; MazEF act: -4; PriA SSB inh: -10; BH1578 lux ind: -0.4; Rv3671c protease: 2; 3CLpro inhibitor: 2; GDH-TPI counter: 7; DUSP3 inh: -4

What do the screens show for `Cc1ccccc1OCC(=O)Nc1ccc([N+](=O)[O-])cc1`?
Mtb UGM inh: -1.1; Mtb BioA inh: 1.3; FBA Mtb inh: 4; MazEF act: -9; PriA SSB inh: -16; BH1578 lux ind: -1.7; Rv3671c protease: 0; 3CLpro inhibitor: 6; GDH-TPI counter: 15; DUSP3 inh: 8

Results for COc1cc(SC)ccc1C(=O)Nc1ccncc1 ?
Mtb UGM inh: 0.5; FBA Mtb inh: -1; MazEF act: -6; PriA SSB inh: 0; Rv3671c protease: -2; 3CLpro inhibitor: 2; GDH-TPI counter: 4; DUSP3 inh: 7

How did CCn1c(C)nc2cc(C(=O)N/N=C/c3ccccc3C)ccc21 do in these assays?
Mtb UGM inh: -1.9; Mtb BioA inh: -0.3; FBA Mtb inh: 0; MazEF act: 1; BH1578 lux ind: 0.3; Rv3671c protease: 0; 3CLpro inhibitor: 2; GDH-TPI counter: -8; DUSP3 inh: 18

What do the screens show for `COc1ccc(NC(=O)C2=C(C)C(=O)OC23CCC(C)CC3)cc1Cl` (centres undefined)?
Mtb UGM inh: 0.0; Mtb BioA inh: -2.5; FBA Mtb inh: -3; MazEF act: 3; PriA SSB inh: 10; BH1578 lux ind: -2.1; Rv3671c protease: -7; 3CLpro inhibitor: 3; GDH-TPI counter: 5; DUSP3 inh: 12

Results for CC(C(=O)N1c2ccccc2Sc2ccccc21)n1nnc(-c2cccs2)n1 (centres undefined) ?
Mtb UGM inh: -0.8; FBA Mtb inh: -3; MazEF act: 2; PriA SSB inh: 6; BH1578 lux ind: inactive; Rv3671c protease: 2; 3CLpro inhibitor: -4; GDH-TPI counter: -9; DUSP3 inh: -1

How did CCCC(=O)Nc1cccc(-c2cn3cccnc3n2)c1 do in these assays?
Mtb UGM inh: -1.8; FBA Mtb inh: 189*; MazEF act: 5; PriA SSB inh: -6; BH1578 lux ind: -0.5; Rv3671c protease: 3; 3CLpro inhibitor: 5; GDH-TPI counter: 30; DUSP3 inh: 13

How did O=C(NC1CCCCCC1)c1c(O)nc2sccn2c1=O do in these assays?
FBA Mtb inh: 5; MazEF act: 0; PriA SSB inh: -19; BH1578 lux ind: 2.0; Rv3671c protease: 14; GDH-TPI counter: -4

How did Fc1cc(F)c2nc(Nc3nc4cc5c(cc4s3)OCO5)sc2c1 do in these assays?
Mtb UGM inh: 0.9; FBA Mtb inh: 32*; MazEF act: -9; PriA SSB inh: -6&-11; BH1578 lux ind: -0.3; Rv3671c protease: -6; 3CLpro inhibitor: 2; GDH-TPI counter: 11; DUSP3 inh: 20

Results for CC(NC(=O)[C@H](C)N1C(=O)N2CCc3c([nH]c4ccccc34)[C@@]2(C)C1=O)c1ccccc1 (some centres undefined) ?
Mtb UGM inh: -2.4; Mtb BioA inh: 1.7; FBA Mtb inh: -1; MazEF act: -8; PriA SSB inh: 11; BH1578 lux ind: -0.6; Rv3671c protease: -6; 3CLpro inhibitor: -2; GDH-TPI counter: 6; DUSP3 inh: 16

Results for CCOc1cc(-c2cc(-c3ccc(C)o3)nc(N)c2C#N)ccc1O ?
Mtb UGM inh: 1.4; Mtb BioA inh: 1.0; FBA Mtb inh: 9; MazEF act: 11; PriA SSB inh: 2; BH1578 lux ind: -0.2; Rv3671c protease: -3; 3CLpro inhibitor: 1; GDH-TPI counter: 0; DUSP3 inh: -19

How did COC(=O)COc1ccc(S(=O)(=O)N2CCc3ccccc3C2)cc1C do in these assays?
Mtb UGM inh: -3.1; Mtb BioA inh: 1.1; FBA Mtb inh: -1; MazEF act: -3; PriA SSB inh: -25; BH1578 lux ind: -12; Rv3671c protease: 1; 3CLpro inhibitor: 7; GDH-TPI counter: 2; DUSP3 inh: 35

What do the screens show for `N#CC1(NC(=O)Cn2ncc(Cl)c(Cl)c2=O)CCCCC1`?
Mtb UGM inh: 0.3; Mtb BioA inh: -1.0; FBA Mtb inh: 1; MazEF act: -1; PriA SSB inh: -6; BH1578 lux ind: -1.2; Rv3671c protease: 2; GDH-TPI counter: 4

What do the screens show for `CNC(=S)Nc1cccc2[nH]ncc12`?
Mtb UGM inh: 3.4; Mtb BioA inh: 0.5; FBA Mtb inh: -4; MazEF act: -7; PriA SSB inh: -14; Rv3671c protease: -6; 3CLpro inhibitor: 6; GDH-TPI counter: -3; DUSP3 inh: 7

What do the screens show for `CCCN1C(=O)/C(=C/c2ccncc2)SC1=S`?
Mtb UGM inh: -0.5; FBA Mtb inh: 2; MazEF act: 7; PriA SSB inh: -1; BH1578 lux ind: -0.3; Rv3671c protease: -4; 3CLpro inhibitor: 2; GDH-TPI counter: 13; DUSP3 inh: 10

What do the screens show for `CC(C)CCn1c(N)c(C(=O)OCC2CCCO2)c2nc3ccccc3nc21` (centres undefined)?
Mtb UGM inh: 3.2; Mtb BioA inh: 2.2; FBA Mtb inh: 134*; MazEF act: 2; PriA SSB inh: -40; BH1578 lux ind: inactive; Rv3671c protease: -135; 3CLpro inhibitor: -3; GDH-TPI counter: 8; DUSP3 inh: 10

Structures above that contain a cyano group:
Results for CCOc1cc(-c2cc(-c3ccc(C)o3)nc(N)c2C#N)ccc1O ?
Mtb UGM inh: 1.4; Mtb BioA inh: 1.0; FBA Mtb inh: 9; MazEF act: 11; PriA SSB inh: 2; BH1578 lux ind: -0.2; Rv3671c protease: -3; 3CLpro inhibitor: 1; GDH-TPI counter: 0; DUSP3 inh: -19

What do the screens show for `N#CC1(NC(=O)Cn2ncc(Cl)c(Cl)c2=O)CCCCC1`?
Mtb UGM inh: 0.3; Mtb BioA inh: -1.0; FBA Mtb inh: 1; MazEF act: -1; PriA SSB inh: -6; BH1578 lux ind: -1.2; Rv3671c protease: 2; GDH-TPI counter: 4

Continued.
Results for CCOc1ccc(C(=O)Nc2cc(OC)ccc2OC)cc1 ?
Mtb UGM inh: -0.1; Mtb BioA inh: -0.9; FBA Mtb inh: -1; MazEF act: 12; PriA SSB inh: -3; BH1578 lux ind: -1.1; Rv3671c protease: 6; 3CLpro inhibitor: 1; GDH-TPI counter: 10; DUSP3 inh: 32

What do the screens show for `Nc1ccc(-c2cc3ccccc3c(=O)o2)cc1`?
Mtb UGM inh: 4.4; Mtb BioA inh: -1.6; FBA Mtb inh: 2; MazEF act: 6; PriA SSB inh: -3; BH1578 lux ind: -0.9; Rv3671c protease: 0; GDH-TPI counter: 30

Results for COc1ccc(N2CC(C(=O)NC3CC(C)(C)NC(C)(C)C3)CC2=O)cc1 (centres undefined) ?
Mtb UGM inh: 0.6; Mtb BioA inh: -4.6; FBA Mtb inh: 3; MazEF act: 7; PriA SSB inh: -5; BH1578 lux ind: -0.4; Rv3671c protease: 9; 3CLpro inhibitor: -2; GDH-TPI counter: -1; DUSP3 inh: 5

What do the screens show for `COC(=O)c1sc(Nc2ccccc2)nc1C`?
Mtb UGM inh: -1.9; Mtb BioA inh: 2.4; FBA Mtb inh: 5; MazEF act: -2; PriA SSB inh: 0; BH1578 lux ind: inactive; Rv3671c protease: -1; 3CLpro inhibitor: 2; GDH-TPI counter: 32*; DUSP3 inh: 11

High-throughput results deposited in PubChem by several laboratories.
